DT40 TDP1 no CPT = qHTS for Inhibitors of human tyrosyl-DNA phosphodiesterase 1 (TDP1): qHTS in cells in absence of CPT; DT40 Tdp1-/- hTDP1 cells, no CPT, ATP luminescence, 48 h; Potency, µM (highest dose often 46.2 µM), for inactives: top-dose activity change, negative = growth inhibition, hits mostly inhibitors; hit rate 15% among 420,000; AID 686978, 2013; further: nearly all actives have a fitted effect of over 55% in size
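Cells were dispensed at 400 per well, compounds added by pin tool, plates incubated ≥48 hr at 37 °C, then CellTiter-Glo added for 30 min at room temperature before luminescence reading. Line: DT40 Tdp1-/- complemented with hTDP1; camptothecin omitted.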
N370S GC mod = qHTS Assay for Inhibitors and Activators of N370S glucocerebrosidase as a Potential Chaperone Treatment of Gaucher Disease; Lysosomal acid glucosylceramidase (Homo sapiens), P04062; N370S GC spleen homogenate, 4MU-glucoside fluorescence; Potency, µM (series often up to 59.4 µM), for the others: top-dose activity change, negative = inhibition, hits mostly inhibitors; hit rate 0.092% among 330,000;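 further: 0% = full enzyme activity and -100% = no enzyme basal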
TDP1 block = qHTS Assay for Inhibitors of Tyrosyl-DNA Phosphodiesterase (TDP1). Tyrosyl-DNA phosphodiesterase 1 (Homo sapiens), Q9NUW8. recombinant TDP1, AlphaScreen DNA substrate cleavage. Potency, µM (highest dose often 130 µM), without a hit: at the highest dose activity change, negative = inhibition, actives largely listed as inhibitors. hit rate 0.28% among 350,000. AID 485290, 2010; further: nearly all actives have a fitted effect of over 40% in size
Target sequence (Q9NUW8 whole entry, looked up): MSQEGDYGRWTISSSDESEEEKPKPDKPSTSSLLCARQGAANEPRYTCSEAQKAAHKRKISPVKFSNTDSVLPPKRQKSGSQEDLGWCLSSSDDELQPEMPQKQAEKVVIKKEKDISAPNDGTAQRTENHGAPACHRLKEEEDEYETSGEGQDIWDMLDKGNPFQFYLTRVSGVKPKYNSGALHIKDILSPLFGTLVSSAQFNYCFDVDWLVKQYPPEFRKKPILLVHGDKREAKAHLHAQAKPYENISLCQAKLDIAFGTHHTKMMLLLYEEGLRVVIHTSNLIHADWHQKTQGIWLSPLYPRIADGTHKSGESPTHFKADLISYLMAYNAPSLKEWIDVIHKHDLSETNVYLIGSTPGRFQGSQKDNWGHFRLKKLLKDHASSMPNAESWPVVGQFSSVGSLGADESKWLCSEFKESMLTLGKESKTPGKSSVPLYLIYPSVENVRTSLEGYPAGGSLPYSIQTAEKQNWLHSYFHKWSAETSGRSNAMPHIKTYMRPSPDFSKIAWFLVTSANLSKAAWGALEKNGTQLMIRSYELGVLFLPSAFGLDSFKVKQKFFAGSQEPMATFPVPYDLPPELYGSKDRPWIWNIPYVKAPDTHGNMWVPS
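Compounds were preincubated with Tdp1 (1 nM final) for 15 min at room temperature before substrate (15 nM final) started a 5 min reaction; beads (10 ug/ml final) were then added for 10 min before AlphaScreen detection.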
* hit, by the source's call; ? = inconclusive; / = no result given; & = joins results of further samples; [ ] = dose if it differs, or a comment. The call rests on the fitted dose curve; in most records, active means well fitted curve in the direction sought with a large enough effect; inconclusive means small, poorly fitted or top-dose-only effect, or another doubt; inactive means no such curve, though single readings can be large; an effect the other way counts as inactive or inconclusive. Unless noted, on the % scale 0 is the no-effect control and ±100 the full control effect; potency means the concentration at half of the fitted maximal effect. Not all compounds are listed; count on the stated rates, not on these rows.

SMILES	DT40 TDP1 no CPT	N370S GC mod	TDP1 block
CCCCCCNC(=O)N[C@@H](C(=O)NCCC[C@H]1CN2C(=NC[C@@H]2Cc2ccccc2)N1CCc1cccc(OC)c1)C(C)C	4.6µM*	-26%	5%
CCOc1ccccc1NC(=O)Nn1cnnc1	4%	-4%	2%
c1ccc(CSc2ncccn2)cc1	-24%	1%	3%
COc1ccc(Cl)cc1NC(=O)Cn1cccc1	-3%	11%	9%
Cc1nn(CC(=O)NC2CCS(=O)(=O)C2)c(C)c1S(=O)(=O)N(C)C (stereo not drawn)	17%	/	0%
Cc1onc(-c2ccccc2Cl)c1C(=O)O/N=C(\N)c1ccc([N+](=O)[O-])o1	23µM*	16%	4%
CC(C(=O)O)n1nc(-c2ccccc2)c2ccccc21 (stereo not drawn)	3%	-6%	/
Cc1sc2ncnc(N3CCCC(C)C3)c2c1C (stereo not drawn)	?	5%	0%
CC(SC1=NS(=O)(=O)c2ccccc21)C(=O)O (stereo not drawn)	?	/	-1%
COc1ccc(Br)cc1CN1CCN(C(=O)c2ccc(OC)c(OC)c2)CC1	-28%	-3%	-13%
COc1cccc(-c2noc(Cn3nc(C(=O)O)c4ccccc4c3=O)n2)c1	-16%	-14%	11%
CCc1nc2c(c(=O)c3ccccc3n2C)c(=O)n1-c1ccc(F)cc1	?	26%	-1%
Nc1cc(Cl)ccc1Oc1ccccc1	-23%	4%	0%
CC(C)c1cccc(C(C)C)c1NC1=NS(=O)(=O)c2ccccc21	-21%	/	0%
CCN(Cc1ccccc1)C(=O)COC(=O)Cc1c[nH]c2ccccc12	1%	-2%	2%
O=C(O)Cn1c(P(=O)(O)c2ccccc2)nc2ccccc21	3%	0%	-3%
CC(=O)c1cccc(NC(=O)CN2CCN(Cc3ccccc3)CC2)c1	-23%	3%	6%
CCOC(=O)C1CCN(C(=O)Cn2cnc3sc(C)c(S(=O)(=O)N4CCC(C)CC4)c3c2=O)CC1	-20%	-11%	2%
COc1ccc(/C=C2\Cc3ccccc3C2=O)cc1OC	?	-9%	6%
N#CCC(=O)N/N=C/c1cc([N+](=O)[O-])ccc1N1CCCC1	?	-12%	6%
COc1cc(O)c(C(CC(=O)N2CCOCC2)c2ccc3c(c2)OCO3)c(OC)c1 (stereo not drawn)	?	0%&3%	8%&-1%
Cc1cc(Cl)cc(C)c1OCCCCCn1ccnc1	?	-25%	7%
O=C(Nc1ccc(S(=O)(=O)N2CCOCC2)cc1)C1CCN(S(=O)(=O)c2ccc(F)cc2)CC1	?	-15%	-8%[0.505 µM]
CC(/C=C/c1ccccc1)=N\NC(=O)CCc1ccccc1	-2%	-1%	1%
S=c1[nH]nc(-c2ccco2)n1C1CCCCC1	-13%	13%	0%
COc1ccc(Cn2c(SCc3ccc(C(=O)NC4CCCC4)cc3)nc3cccnc32)cc1	18µM*	/	6%
O=C(CN1CCC(NC(=O)c2ccco2)CC1)Nc1ccccc1C(F)(F)F	?	-13%	/
O=S(=O)(Cc1ccccc1)Nn1cnnc1	-17%	2%	3%
COc1ccc(CNC(=O)C/C(C)=N/NC(=O)c2ccc([N+](=O)[O-])cc2Cl)cc1	-14%	-10%	7%
COC1=C/C(=C/c2c(O)c(C#N)c3ccccn23)C=CC1=O	-1%	2%	1%
CCN(CC(=O)Nc1ccc(NC(C)=O)cc1)C(=O)COc1ccccc1-c1ccccc1	-11%	/	0%[56.1 µM]
O=C(COc1ccc(F)cc1)c1c(O)cc(O)cc1O	6%	-3%	2%
CCCOc1ccc(CSC2=NCCN2)cc1[N+](=O)[O-]	-17%	2%	1%
COc1ccc(C(=O)Oc2ccc(C3NC(=O)c4c(sc5c4CCN(C)C5)N3)cc2OC)cc1 (stereo not drawn)	16µM*	/	6%
O=C(Nc1ccccc1F)c1oc2ccccc2c1NC(=O)C1CC1	-6%	-6%	0%
Cc1ccc(C(=O)COC(=O)c2ccc3c(c2)C(=O)N(c2cccc4ncccc24)C3=O)cc1C	?	-2%	-8%
O=S1(=O)N=C(Nc2ccc(O)c(CN3CCCCC3)c2)c2ccccc21	-17%	13%[2.35 µM]	5%
O=C(Nc1ccccc1O)c1nc(Cl)ccc1Cl	0%	-3%	2%
Cc1cc(NC(=O)COC(=O)c2ccccc2Cl)no1	2%	/	-3%
CC(C)Oc1ccc(NC(N)=O)cc1	-6%	-7%	-1%
CC(=O)c1ccc(S(=O)(=O)Nc2ccc(C(=O)NCC(c3ccccc3)N(C)C)cc2)cc1 (stereo not drawn)	-4%	12%	0%
COC(=O)C1=C(C)N(Cc2ccccc2)[C@]23O[C@](C(=O)OC)(C(=O)N2C1c1ccccc1)C(c1ccccc1)C3C(=O)c1ccccc1 (stereo partly drawn)	/	-8%&7%[12.8 µM]	9%&5%[21 µM]
CN(C)C(=O)c1cc(-c2ccccc2)no1	-5%	5%	1%
COc1ccc(N2CCN(C(=O)c3ccc(N4CCCCS4(=O)=O)cc3)CC2)cc1	-15%	-2%	-2%
CC1(C)NC(=O)N(CC(O)CN2CCCCC2)C1=O (stereo not drawn)	-5%	-1%	1%
O=C(CSc1nc(-c2ccco2)cc(C(F)(F)F)n1)NCCCn1ccnc1	-16%	-8%	12%
CC(=O)N1CCN(c2ccccc2NC(=O)c2cccc3c(Cl)cccc23)CC1	?	-9%	/
Nn1c(SC/C=C/c2ccccc2)nnc1-c1cccnc1	-17%	7%	10%
CCC(=O)c1ccc(OCC(O)Cn2nc(C)c(C(C)=O)c2C)cc1 (stereo not drawn)	-1%	-1%	-3%
O=c1cc(CSc2nnc(COc3cccc4ccccc34)o2)c2ccccc2[nH]1	?	-1%	2%
CC12CCC(=O)N1C(C(=O)NCCN1C(=O)S/C(=C\c3ccccc3F)C1=O)CS2 (stereo not drawn)	?	-7%	/
COc1cccc(S(=O)(=O)N2CCN(C(=O)c3ccco3)CC2)c1	?	-2%	-3%
COc1cccc(NC(=O)C(NC2CCCC2)c2ccccc2)c1 (stereo not drawn)	?	3%	4%
COCCOC1CCN(C(=O)C2CCC(=O)N(CCc3ccc(OC)cc3)C2)CC1 (stereo not drawn)	14%	3%	5%
Cc1sc2ncn3c(C)nnc3c2c1C	-8%	-8%	-2%
O=C(Cc1ccc([N+](=O)[O-])cc1)OCc1c(F)cccc1Cl	0%	-5%	/
CCCCOc1ccc(C(=O)NCC(=O)NC2CC2)cc1	1%	-4%	4%
O=C(Nc1nnc(C2CC2)s1)c1ccco1	-23%	6%	-5%
CCCCc1nc2cc(C(=O)N(C)C3CCOCC3)ccc2o1	-1%	-9%	6%[56.1 µM]
COCCCNC(=O)C[C@H]1C[C@H](C(=O)N2CCCCC2)[C@@]2(C)c3[nH]c4cc(-c5ccco5)ccc4c3CCN2C1=O	?	/	1%[56.1 µM]

Continuation:
SMILES	DT40 TDP1 no CPT	N370S GC mod	TDP1 block
Cc1cc(Br)ccc1NC(=O)c1ccc(NS(=O)(=O)c2c(C)noc2C)cc1	-24%	/	0%
COc1ccc(N2C(=NC(=O)CC3CCCCC3)SC3CS(=O)(=O)CC32)cc1 (stereo not drawn)	1%	11%	4%
CN(C)C(=S)Nc1ccc2c(c1)OCCO2	3%	2%	0%
Cc1noc(C(=O)Nc2ccc3c(c2)OCO3)c1Cl	-21%	0%	3%
CCC[C@@H]1C[C@@]1(CCC)C(NS(=O)(=O)c1cccc2cccnc12)c1ccc(Cl)cc1 (stereo partly drawn)	/	12%	6%
COc1cc(Cl)c(C)cc1NC(=O)NC1COc2ccccc2C1 (stereo not drawn)	-23%	/	3%
Cc1ccc(CONC(=O)c2ccccc2)cc1	-8%	6%	/
COc1ccc(COC(=O)c2ccc(S(=O)(=O)N3CCCCC3)cc2)cc1OC	-7%	/	-1%[56.1 µM]
O=S(=O)(c1ccc(C(F)(F)F)cc1)N1CCN(CCc2ccccc2)CC1	-29%	-7%	/
O=C(Nc1ccc2c(c1)OCO2)c1cc(C2CC2)on1	-19%	-14%	7%
CCOc1ccc(C(=O)NCC(=O)NC(C)CCc2ccccc2)cc1OCC (stereo not drawn)	-23%	-11%	6%
CC1CCN(C(=O)c2ccccc2NC(=O)c2cccc(S(=O)(=O)N(C)C)c2)CC1	2%	-17%	4%
Cc1cccc(NC(=S)NC(=O)/C=C/c2ccco2)c1	?	1%	8%
O=C(N/N=C/c1ccccc1)C(=O)N/N=C/c1ccccc1	8%	-4%	6%
CCN(CC)S(=O)(=O)c1cc(NC(=O)COC(=O)c2sc3ccccc3c2Cl)ccc1C	-7%	1%	3%
Cc1ccc(CNC(=O)CN(C)S(=O)(=O)c2cccs2)cc1	7%	22%	-1%
COc1ccccc1NC(=O)CN1C(=O)CCS(=O)(=O)c2ccccc21	-2%	-1%	0%
COc1cccc(N2CCN(C(=S)NCc3ccco3)CC2)c1	-18%	1%	2%
Cc1ccc(-c2cc(C(F)F)nc(NCc3cccnc3)n2)cc1	-6%	12%	2%
Cc1nnc(SCC(=O)N(CC(C)C)C2CCS(=O)(=O)C2)n1N (stereo not drawn)	22%	/	0%
Cc1cccc(NC(=O)c2cccc(OC(=S)N3CCOCC3)c2)c1	15µM*	0%	5%[0.0935 µM]
COc1ccc(Cl)cc1NC(=O)c1c(NCc2cccnc2)sc2c1CCCC2	15µM*	/	9%
COc1cccc(-c2cc(C(=O)Nc3cccnc3)c3ccccc3n2)c1	?	-29%	5%[56.1 µM]
COc1ccc(C2N3CC4(C)CN2CC(C)(C3)C4=O)cc1OC (stereo not drawn)	18%	-6%	2%
CC1=CC(c2ccccc2)n2nc(N3C(=O)C4CC=CCC4C3=O)nc2N1 (stereo not drawn)	-1%	14%	0%
CCOC(=O)c1nn(-c2ccc(F)cc2)c(=O)cc1OCC(=O)N1CCN(c2ccccc2)CC1	?	-1%	/
Cc1cccc(NC(=O)c2cc3c(=O)n(Cc4cccnc4)ccc3nc2C)c1	?	/	5%
Cc1cccc(OCC(=O)Nc2ccc(S(=O)(=O)Nc3cc(C)nc(C)n3)cc2)c1	-7%	11%	0%
N#Cc1ccc(-n2c(-c3ccccc3)nnc2-c2ccccc2)cc1C#N	16µM*	11%	-4%[56.1 µM]
Cc1ccc(C(=O)OCc2c(C)noc2C)cc1NC(=O)c1ccco1	-28%	3%	-1%

No new results follow: an excerpt of the list.
SMILES	DT40 TDP1 no CPT	N370S GC mod	TDP1 block
Cc1ccc(CNC(=O)CN(C)S(=O)(=O)c2cccs2)cc1	7%	22%	-1%
COc1ccccc1NC(=O)CN1C(=O)CCS(=O)(=O)c2ccccc21	-2%	-1%	0%
COc1cccc(N2CCN(C(=S)NCc3ccco3)CC2)c1	-18%	1%	2%
Cc1ccc(-c2cc(C(F)F)nc(NCc3cccnc3)n2)cc1	-6%	12%	2%
Cc1nnc(SCC(=O)N(CC(C)C)C2CCS(=O)(=O)C2)n1N (stereo not drawn)	22%	/	0%

(list continues)
SMILES	DT40 TDP1 no CPT	N370S GC mod	TDP1 block
O=C(C1CCCO1)N1CCC(O)(c2ccccc2)CC1 (stereo not drawn)	4%	14%	2%
CN(C)c1ccc(CNC(=O)C2CCN(S(=O)(=O)c3ccc4[nH]c(=O)ccc4c3)CC2)cc1	-11%	/	-1%
COc1cc(NC(=O)c2ccc3c(SCC(=O)O)c4c(nc3c2)CCCC4)cc(OC)c1OC	-2%	0%	5%
Cc1ccc(-n2nnnc2SCC(=O)c2c(N)n(C3CC3)c(=O)[nH]c2=O)c(C)c1	?	/	1%
Cc1ccc(O)c(C=Nc2ccc3[nH]ncc3c2)c1	-16%	5%	3%
Cc1cc(N2CCN(C)CC2)nc2ccc(NC(=O)CCC(=O)NCCC(C)C)cc12	-26%	-3%	3%
Cc1ccc(NC(=O)C(C)Oc2ccccc2)cc1S(=O)(=O)N1CCCCCC1 (stereo not drawn)	23µM*	/	-3%
O=C1NC2=C(CCc3ccccc32)C(c2ccc(Br)cc2)N1 (stereo not drawn)	?	7%[12.8 µM]	-4%
C=CCOc1ccc(C2NC(=S)NC(C)=C2C(=O)c2ccccc2)cc1OC (stereo not drawn)	?	3%	-3%

Another view of part of the listing above.
Cc1cc(N2CCN(C)CC2)nc2ccc(NC(=O)CCC(=O)NCCC(C)C)cc12
  DT40 TDP1 no CPT: -26%; N370S GC mod: -3%; TDP1 block: 3%

Cc1ccc(O)c(C=Nc2ccc3[nH]ncc3c2)c1
  DT40 TDP1 no CPT: -16%; N370S GC mod: 5%; TDP1 block: 3%

Cc1ccc(-n2nnnc2SCC(=O)c2c(N)n(C3CC3)c(=O)[nH]c2=O)c(C)c1
  DT40 TDP1 no CPT: ?; N370S GC mod: /; TDP1 block: 1%

O=C1NC2=C(CCc3ccccc32)C(c2ccc(Br)cc2)N1 (stereo not drawn)
  DT40 TDP1 no CPT: ?; N370S GC mod: 7%[12.8 µM]; TDP1 block: -4%
